TRPC6 inhibitor – mouse TRPC6 channel inhibitors, primary screen, cell-based, HEK293, membrane potential dye; AID 2553, 2010; B-score at 10 µM; 1.1% of 310,000 active; ACh-evoked depolarization; hits give low values; Short transient receptor potential channel 6 (Mus musculus), Q61143;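 active = B-score under library mean minus 3 SD, initial fluorescence not abnormally high, positive integrated signal ratio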;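 also: B-score derived from integrated fluorescence ratio over the kinetic read; more negative B-score means stronger inhibition of depolarization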
Target sequence (Q61143 whole entry, looked up): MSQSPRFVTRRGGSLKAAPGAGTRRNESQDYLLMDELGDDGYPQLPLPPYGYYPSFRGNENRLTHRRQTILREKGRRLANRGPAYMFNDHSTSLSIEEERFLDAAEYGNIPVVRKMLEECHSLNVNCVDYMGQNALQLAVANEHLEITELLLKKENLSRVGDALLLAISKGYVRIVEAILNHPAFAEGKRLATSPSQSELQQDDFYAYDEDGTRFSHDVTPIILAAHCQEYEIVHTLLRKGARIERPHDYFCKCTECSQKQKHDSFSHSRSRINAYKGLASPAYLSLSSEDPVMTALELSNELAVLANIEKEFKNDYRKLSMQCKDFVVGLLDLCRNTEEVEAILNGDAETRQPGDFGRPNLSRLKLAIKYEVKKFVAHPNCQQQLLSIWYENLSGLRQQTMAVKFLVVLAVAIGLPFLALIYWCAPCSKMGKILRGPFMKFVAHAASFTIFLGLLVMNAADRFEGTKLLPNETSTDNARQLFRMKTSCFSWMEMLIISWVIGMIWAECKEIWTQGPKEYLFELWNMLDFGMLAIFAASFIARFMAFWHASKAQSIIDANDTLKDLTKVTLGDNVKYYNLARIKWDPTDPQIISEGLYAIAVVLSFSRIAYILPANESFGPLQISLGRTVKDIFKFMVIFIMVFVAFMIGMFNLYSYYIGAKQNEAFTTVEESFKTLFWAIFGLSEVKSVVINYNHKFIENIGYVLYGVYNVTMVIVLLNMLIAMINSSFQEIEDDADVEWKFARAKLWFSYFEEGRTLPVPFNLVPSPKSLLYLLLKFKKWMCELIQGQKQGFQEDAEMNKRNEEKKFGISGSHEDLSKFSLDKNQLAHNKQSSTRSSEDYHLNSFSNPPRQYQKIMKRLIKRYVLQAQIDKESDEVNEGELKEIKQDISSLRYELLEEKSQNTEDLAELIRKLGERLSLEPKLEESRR
HIF activator – HIF pathway transcriptional activators, primary screen, cell-based, U2OS HRE-luciferase, luminescence; 0.32% of 300,000 active; AID 1910, 2009; activation, % at 7.5 µM (by protocol); U2OS HRE-luciferase reporter; normalized: DMSO 0%, desferrioxamine 100%;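 active = mean activation of at least 10% of the iron chelator positive control signal, with at least half of replicates also reaching 10%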
TRPC4 potent – positive allosteric modulators of TRPC4, primary screen, cell-based, mouse TRPC4beta, HEK293 mu-opioid, Fluo-4 calcium | 0.42% of 310,000 active | B-score at 10 µM | DAMGO EC20, Fluo-4 Ca2+ flux; hits give high values | Short transient receptor potential channel 4 (Mus musculus), Q9QUQ5;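 active = B-score of calcium response area above 5 SD of library B-scores, with initial fluorescence ratio within 5 SD of library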;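 also: B-score of integrated fluorescence ratio over time as area under calcium response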
MrgX1 agonist – agonists of human MrgX1 receptor, primary screen, HEK293 cells, Fluo-4 calcium flux | Mas-related G-protein coupled receptor member X1 (Homo sapiens), Q96LB2 | Fluo-4 calcium fluorescence, agonist mode; hits give high values | B-score at 10 µM | 0.44% of 310,000 active;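 active = calcium response B-score plate-corrected fluorescence ratio at least 3 library SD, with starting fluorescence B-score inside 5 SD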
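System – MrgX1-expressing HEK293 cells · Incubation – cells plated overnight, dye loaded 0.5 h 37 °C, 0.5 h room temperature · Technique – kinetic Fluo-4 NW fluorescence of intracellular calcium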
PolyA inh – polyadenylation inhibitors in yeast reporter cells, primary screen, luminescence, S. cerevisiae. S. cerevisiae SKY197-pL101 polyadenylation reporter, beta-gal luminescence; efflux-impaired pdr1/pdr3 knockout yeast; score 100 = 6 SD above DMSO. calls only at 12 µM. 0.02% of 300,000 active;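 active = lowest replicate activity score at least 50, where 100 means six control SD above control mean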;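 also: yeast exposed to compound for 9 h at 30 °C; higher score means more reporter readthrough which indicates perturbed polyadenylation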
TRPC4 act – activators of mouse TRPC4 channel, primary screen, Fluo4 calcium, HEK293 TRPC4beta/mu-opioid cells | Short transient receptor potential channel 4 (Mus musculus), Q9QUQ5 | Fluo4 calcium fluorescence; hits give high values | B-score at 10 µM | 0.49% of 310,000 active;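 active = B-score above 5 SD of library B-scores, and initial fluorescence ratio not above library mean plus 5 SD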;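 also: positive B-score marks a calcium rise read as TRPC4 activation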
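Assay system – TRPC4beta and mu-opioid receptor HEK293 stable cells · Measured by – Fluo4 fluorescence, kinetic · Schedule – dye loading 45 min room temperature, 110 s kinetic read · Read-out – B-scored integrated calcium fluorescence ratio · Controls – buffer and maximal DAMGO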
MrgX1 antagonist – antagonists of human MrgX1 receptor, primary screen, HEK293 cells, Fluo-4 calcium flux. 1.3% of 310,000 active. AID 588676, 2011. B-score at 10 µM. Mas-related G-protein coupled receptor member X1 (Homo sapiens), Q96LB2. BAM8-22 antagonism; hits give low values;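 active = calcium-response B-score plate-corrected more than 3 library SD below zero, starting fluorescence within 5 deviations, no agonist response on first addition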;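 also: peak minus trough fluorescence over baseline after final BAM8-22 challenge near maximal dose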
AI-2 QS mod – Vibrio harveyi AI-2 quorum sensing modulators, primary screen, JMH597 strain, luminescence/OD600 ratio. Vibrio harveyi JMH597 AI-2 luminescence/OD600 ratio, 9 h; hits give low values; strain lacks LuxN and CqsS sensors; 0 = neutral-control median. activity change, % at 7.5 µM. 0.4% of 300,000 active. AID 2094, 2009; in the data active = activity change below about -75%, passing the limit was not always enough;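 also: luminescence divided by OD600 gain over 9 h not by final OD600 alone; inactives centre near 13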
TRPC6 act – mouse TRPC6 channel activators, primary screen, cell-based, HEK293, membrane potential dye; HEK293-TRPC6 membrane potential dye fluorescence; hits give high values; B-score at 10 µM; Short transient receptor potential channel 6 (Mus musculus), Q61143; 0.13% of 310,000 active;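 active = B-score of the integrated fluorescence ratio above library mean plus 3 SD, and starting fluorescence ratio within library mean plus 5 SD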;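 also: higher score means more depolarization so channel activation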
MrgX1 PAM – positive allosteric modulators of MrgX1, primary screen, HEK293 cells, Fluo-4 calcium flux | FDSS; hits give high values | B-score at 10 µM | 0.63% of 310,000 active;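 active = plate-corrected calcium response at least 3 library SD above typical, normal starting fluorescence, not activating the receptor alone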;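 also: compound read alongside a low EC10 to EC30 dose of BAM8-22 agonist; peak minus trough fluorescence over baseline measured at the second addition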
TRPC4 block – inhibitors of mouse TRPC4 channel, primary screen, Fluo4 calcium, HEK293 TRPC4beta/mu-opioid cells. B-score at 10 µM. 0.39% of 300,000 active. DAMGO-evoked Fluo4 calcium flux; hits give low values. Short transient receptor potential channel 4 (Mus musculus), Q9QUQ5;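 active = B-score over 3 SD under the library average, no early fluorescence shift, positive overall ratio signal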
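test system = HEK293 cells with stable TRPC4beta plus mu-opioid receptor expression | detection = Fluo4 Ca2+ flux fluorescence | read-out = integrated fluorescence ratio relative to baseline, converted to per-well B score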
An asterisk follows results filed as active; i = inactive; . = not tested or not shown. The list is partial. The share of hits here may be higher or lower than overall.

SMILES	TRPC6 inhibitor	HIF activator	TRPC4 potent	MrgX1 agonist	PolyA inh	TRPC4 act	MrgX1 antagonist	AI-2 QS mod	TRPC6 act	MrgX1 PAM	TRPC4 block
COc1ccc(Br)c(C(=O)N2CCN(S(=O)(=O)/C=C/c3ccccc3)CC2)c1	i	-0.7	i	i	i	i	i	4	i	i	i
Cc1ccc2cc(CN(CC3CCCO3)C(=S)NCc3ccco3)c(=O)[nH]c2c1 (configuration not stated)	i	-0.7	i	i	i	i	i	0	i	i	i
Cc1cccc(OCC(=O)N/N=C/CC(C)c2ccccc2)c1C (configuration not stated)	i	0.0	i	i	i	i	i	15	i	i	i
O=C(CN1C(=O)NC2(CCCC2)C1=O)Nc1ccc(Cl)cc1C(F)(F)F	i	-1.6	i	i	i	i	i	.	i	i	i
CSc1nc(N2CCOCC2)c2sccc2n1	i	-0.3	i	i	i	i	i	-14	i	i	i
COc1ccc(CN(C)C(=O)C23CC4CC(CC(C4)C2)C3)c(OC)c1	i	0.1	i	i	i	i	i	15	i	i	i
CCC/C=N/Nc1nnc(Cc2ccc(OC)c(OC)c2)c(=O)[nH]1	i	0.1	i	i	i	i	i	12	i	i	i
O=C(Nc1ccncc1)C1CCN(S(=O)(=O)c2ccc(Cl)cc2)CC1	i	0.6	i	i	i	i	i	9	i	i	i
COC(OC)c1ccnc(-c2ccc(OC(C)=O)cc2)n1	i	0.4	i	i	i	i	i	20	i	i	i
O=C(Cc1csc(NC(=O)c2ccccc2)n1)NO	i	0.7	i	i	i	i	i	15	i	i	i
C=CCn1nnnc1-c1cc(Cl)cc(Cl)c1	i	-1.0	i	i	i	i	i	11	i	i	i
Cn1c(C(=O)NCCCN2CCOCC2)cc2c(=O)n(C)c3ccccc3c21	i	0.2	i	i	i	i	i	1	i	i	i
Fc1ccc(Nc2ccc3ccccc3n2)c(F)c1	i	-0.9	i	i	.	i	i	4	i	i	i
COCCN(C(=O)CCc1ccc(OC)cc1)c1nnc(-c2ccncc2)s1	i	-2.5	i	i	i	i	i	21	i	i	i
CCOC(=O)c1sc(NC(C)=O)c(C(=O)OCC)c1C	i	-0.4	i	i	i	i	i	22	i	i	i
COc1ccc2c(c1)[nH]c1c(=O)n(Cc3ccco3)cnc12	i	1.5	i	i	i	i	i	34	i	i	i
CC(=O)NC1(c2ccccc2)CCN(Cc2nnnn2C(C)(C)C)CC1	i	0.0	i	i	i	i	i	3	i	i	i
CCc1cccc(CC)c1NC(=O)C(CC)Sc1nc2ccncc2[nH]1 (configuration not stated)	i	-0.1	i	i	i	i	i	-6	i	i	i
CC(=O)Nc1ccc(S(=O)(=O)NNc2cccc(C)c2)cc1	i	0.1	i	i	i	i	i	15	i	i	i
CCN1CCN(Cc2c(C)[nH]c3ccc(OC)cc3c2=O)CC1	i	0.1	15*	i	i	i	i	24	i	i	i

Reformatted: four of the compounds above
Order of values – TRPC6 inhibitor | HIF activator | TRPC4 potent | MrgX1 agonist | PolyA inh | TRPC4 act | MrgX1 antagonist | AI-2 QS mod | TRPC6 act | MrgX1 PAM | TRPC4 block
- COC(OC)c1ccnc(-c2ccc(OC(C)=O)cc2)n1
  i | 0.4 | i | i | i | i | i | 20 | i | i | i
- COc1ccc(CN(C)C(=O)C23CC4CC(CC(C4)C2)C3)c(OC)c1
  i | 0.1 | i | i | i | i | i | 15 | i | i | i
- Cc1ccc2cc(CN(CC3CCCO3)C(=S)NCc3ccco3)c(=O)[nH]c2c1 (configuration not stated)
  i | -0.7 | i | i | i | i | i | 0 | i | i | i
- O=C(Cc1csc(NC(=O)c2ccccc2)n1)NO
  i | 0.7 | i | i | i | i | i | 15 | i | i | i

(cont.)
SMILES	TRPC6 inhibitor	HIF activator	TRPC4 potent	MrgX1 agonist	PolyA inh	TRPC4 act	MrgX1 antagonist	AI-2 QS mod	TRPC6 act	MrgX1 PAM	TRPC4 block
COc1ccc(C(=O)NCC(C)(C)SCc2c(C)cc(C)cc2C)cc1	i	.	i	i	i	i	i	16	i	i	i
COC(=O)c1cccc(NC(=O)CSc2nnc(COc3ccc(C#N)cc3)n2-c2ccccc2)c1	i	-0.2	i	i	i	i	i	2	i	i	i
COc1ccc(N(CC(=O)NCc2ccccc2)S(=O)(=O)c2c(C)nn(C)c2C)cc1	i	0.0	i	i	i	i	-6.6*	-4	i	i	i
CCn1cc(C(=O)OCC(=O)c2cc(C)n(-c3ccccc3)c2C)c(=O)c2ccc(C)nc21	i	0.1	i	i	i	i	i	-14	i	i	i
Cc1c(N=c2c(=O)c3ccccc3c2=O)c(=O)n(-c2ccccc2)n1C	i	2.1	i	i	i	i	i	34	i	i	i
Cc1cc(NCCCN(C)C)n2nc(-c3cccs3)cc2n1	-8.2*	0.4	12*	i	i	i	i	18	i	i	i
Cc1cc(C)nc(Nc2ncc(O)n2-c2ccc(C)c(Cl)c2)n1	i	0.5	i	i	i	i	i	7	i	i	i
Cc1ccnc2nc(C(=O)Nc3nnc(-c4ccccc4)o3)nn12	i	0.2	i	i	i	i	i	24	i	i	i
Cc1cc(=O)oc2c(C)c(OCC(=O)NCc3ccccn3)ccc12	i	-5.5	i	i	i	i	i	9	i	i	i
CCn1c(Cc2cccs2)nnc1SCC(=O)NC1CC1	i	0.2	i	i	i	i	i	11	i	i	i
O=C(O)c1cccc(Cn2c(Cl)c(/C=N/Nc3ccccc3)sc2=O)c1	i	-0.6	i	i	i	i	i	41	i	i	i
CC1CCCN(C(=O)CSc2nnc(-c3ccc(O)cc3)o2)C1 (configuration not stated)	i	0.5	i	i	i	i	i	28	i	i	i
Nc1nonc1NC(=O)CSc1nc2ccccc2s1	i	-0.4	i	i	i	i	i	19	i	i	i
COc1cc(CC(=O)OCC(=O)Nc2ccc(Cl)c(S(=O)(=O)N(C)C)c2)cc(OC)c1OC	i	-0.5	i	i	i	i	i	26	i	i	i
CN1CCN(C(=O)CCCN2C(=O)/C(=C/c3cccc(Br)c3)SC2=S)CC1	i	-12	i	.	i	i	.	8	i	.	i
CCN1CCCC1CNC(=O)CSc1cc(=O)n(CC)c2ccccc12 (configuration not stated)	i	0.1	i	i	i	i	i	25	i	i	i
CC(C)NC(=O)/C(=N\O)c1ccccc1	i	0.1	i	i	i	i	i	12	i	i	i
Cc1ccc(C)c(NC(=O)CCN2CC(C)OC(C)C2)c1 (configuration not stated)	i	-0.4	i	i	i	i	i	7	i	i	i
O=[N+]([O-])c1ccc(N2CCN(S(=O)(=O)c3ccccc3[N+](=O)[O-])CC2)cc1N1CCc2ccccc2C1	i	-0.3	i	i	i	i	i	17	i	i	i
O=C(c1ccccc1)N1CCC(=O)N1c1ccccc1	i	-7.1	i	i	i	i	i	21	i	i	i
Cc1ccc(CCNC(=O)c2ccc(CS(=O)(=O)c3ccccc3C)o2)cc1	i	-0.2	i	i	i	i	i	17	i	i	i
Cc1cc(C)c(C#N)c(SC(C(=O)NC(C)(C)C)c2ccccc2)n1 (configuration not stated)	i	-0.1	i	i	i	i	i	9	i	i	i
Cn1c(=O)n(C)c2cc3[nH]cnc3cc21	i	0.4	i	i	i	i	i	2	i	i	i
O=C(C1CC(=O)N(c2ccc(F)cc2)C1)N1CCN(c2ccc(F)cc2)CC1 (configuration not stated)	i	-0.1	i	i	i	i	i	5	i	i	i
CC(C)c1ccc(NC(=O)Cc2c(C(=O)O)n(C)c3ccccc23)cc1	i	0.7	i	i	i	i	i	20	i	i	i
O=C(c1ccccc1)c1cnc(Nc2ccccc2Cl)s1	i	4.8	i	i	i	i	i	-8	i	i	i
CC1(C)OCC(COC(=O)Nc2cccnc2)([N+](=O)[O-])CO1	i	0.2	i	i	i	i	i	-4	i	i	i
COc1ccc(-c2csc(Nc3ccc(S(=O)(=O)Nc4cc(C)on4)cc3)n2)cc1	i	-0.5	i	i	i	i	i	29	i	i	i
Cc1ccc(NC(=O)CCNC(=O)c2ccc([N+](=O)[O-])cc2)cc1S(=O)(=O)N(C)C	i	0.3	i	i	i	i	i	6	i	i	i
N=C1SCC(=O)N1/N=C/c1ccccc1	i	0.7	i	i	i	i	i	7	i	i	i
Cc1ccc(-c2ccc(/C=N/N3C(=O)C4C5C=CC(CC5)C4C3=O)o2)c([N+](=O)[O-])c1 (configuration not stated)	i	-0.2	i	i	i	i	i	-33	i	i	i
COc1ccc(CNC(=O)COc2ccc(S(=O)(=O)N3CCOCC3)cc2)cc1	i	0.9	i	i	i	i	i	14	i	i	i
CCn1c(SCC(=O)c2cc(C)n(C)c2C)nnc1-c1ccccc1	i	-0.4	i	i	i	i	i	12	i	i	i
CCCN(CCC)S(=O)(=O)c1ccc(C(=O)NCc2ccc3c(c2)OCO3)cc1	i	-0.2	i	i	i	i	i	43	i	i	i
COc1cccc(/C=N/NC(N)=S)c1OCc1ccccc1Cl	i	-0.3	i	i	i	i	i	10	i	i	i
COc1ccc(OCC(=O)Nc2ccc(S(=O)(=O)N3CCCCCC3)cc2)cc1	i	-0.5	i	i	i	i	i	14	i	i	i
CC(NC(=O)[C@H](C)NC(=O)N1CCn2c1nc1ccccc12)c1ccccc1 (some centres not stated)	i	0.5	i	i	i	i	i	11	i	i	i
O=C(NCc1ccc(F)cc1)C(=O)NCC1OCCN1C(=O)c1ccc(Cl)cc1 (configuration not stated)	i	-0.1	i	i	i	i	i	17	i	i	i
O=C(CSc1nnc(-c2ccccc2Br)o1)N1CCc2ccccc2C1	i	0.3	i	i	i	i	i	18	i	i	i
Cc1ccc(CNC(=O)C2CCC(=O)N(CCc3ccc(Cl)cc3)C2)cc1 (configuration not stated)	i	-7.1	i	i	i	i	i	20	i	i	i
COc1ccc(OCCC(=O)Nc2ccc(S(N)(=O)=O)cc2)cc1	i	-0.6	i	i	i	i	i	22	i	i	i
